# Screens: PubChem, Johns Hopkins Ion Channel Center
# Kir21 inh = inhibitors of mouse Kir2.1 inward-rectifier potassium channel; Inward rectifier potassium channel 2 (Mus musculus), P35561; HEK293-Kir2.1, FluxOR thallium flux fluorescence; hits give low values; B-score at 10 µM; actives 0.85% (n = 310,000); AID 1672, 2009;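 active = fluorescence ratio B-score at or below minus 3 SD of library scores, with starting-brightness B-score within 2 SD, cut at about -4.2 in these data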;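 note: channel flux triggered by added potassium and thallium sulfate stimulus; B-score of peak minus minimum fluorescence over baseline after thallium stimulus; more negative B-score means stronger Kir2.1 block with less thallium influx; some compounds called inactive have numbers as strong as hits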
# KCNQ2 inh = KCNQ2 potassium channel inhibitors, primary screen, cell-based, CHO-K1, FluxOR thallium flux, B-score (AID 2156). Potassium voltage-gated channel subfamily KQT member 2 (Rattus norvegicus), O88943. 20 min; hits give low values. B-score at 10 µM. actives 1.1% (n = 310,000);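 active = fluorescence ratio B-score at most minus 3 library SDs, with starting brightness B-score within 2 library SDs, cut at about -5.5 in these data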
# Target sequence (O88943 whole entry, looked up): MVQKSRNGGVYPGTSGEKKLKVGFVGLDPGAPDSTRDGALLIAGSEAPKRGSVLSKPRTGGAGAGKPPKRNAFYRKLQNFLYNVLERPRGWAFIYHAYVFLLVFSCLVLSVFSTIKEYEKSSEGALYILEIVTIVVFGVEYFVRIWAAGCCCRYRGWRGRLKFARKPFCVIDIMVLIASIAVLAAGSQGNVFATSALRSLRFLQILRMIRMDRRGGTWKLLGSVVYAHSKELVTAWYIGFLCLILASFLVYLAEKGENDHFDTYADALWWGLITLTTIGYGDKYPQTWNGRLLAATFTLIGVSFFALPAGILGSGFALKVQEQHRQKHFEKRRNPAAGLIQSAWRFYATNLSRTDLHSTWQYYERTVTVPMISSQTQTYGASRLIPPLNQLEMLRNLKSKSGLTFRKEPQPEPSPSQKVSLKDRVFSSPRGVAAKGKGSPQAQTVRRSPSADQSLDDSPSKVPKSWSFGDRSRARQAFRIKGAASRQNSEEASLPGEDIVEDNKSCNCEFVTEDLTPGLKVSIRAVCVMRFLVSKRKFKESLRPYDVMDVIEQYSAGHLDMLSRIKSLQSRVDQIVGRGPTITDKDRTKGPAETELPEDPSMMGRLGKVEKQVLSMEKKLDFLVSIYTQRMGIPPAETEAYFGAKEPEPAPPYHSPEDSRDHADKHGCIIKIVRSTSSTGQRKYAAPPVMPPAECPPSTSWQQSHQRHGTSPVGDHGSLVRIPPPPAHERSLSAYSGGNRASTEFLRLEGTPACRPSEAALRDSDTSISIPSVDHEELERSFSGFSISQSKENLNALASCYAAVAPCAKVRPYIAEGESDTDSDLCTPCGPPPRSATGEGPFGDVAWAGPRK
# The depositor's hits bear a star; i = inactive. Rows are unselected. About 1.8% of those tested had a hit in this group.
# Each structure is followed by: Kir21 inh	KCNQ2 inh
> O=C(NNc1ccccc1)C(=O)NNS(=O)(=O)c1ccc([N+](=O)[O-])cc1
  -0.4	i
> COc1ccc(OCC(=O)OCC(=O)N2CC(=O)Nc3ccccc32)cc1
  -0.84	i
> O=C(N/C(=C\c1ccco1)C(=O)N1CCOCC1)c1ccco1
  0.15	i
> O=C1CC(Nc2ccc(N3CCOCC3)cc2)C(=O)N1CCc1ccccc1 (stereo not given)
  1.5	i
> CC(C)(CNC(=O)CCNC(=O)c1ccc(Br)cc1)N1CCOCC1
  0.2	i
> CC(C)(c1ccccc1)c1ccc(OCCN2CCCC2)cc1
  -6.8*	i
> Cc1cccc(NC(=O)Cc2coc3ccc4ccccc4c23)n1
  2	i
> CCC1CCCCN1C(=O)CNCC1CCCO1 (stereo not given)
  -0.51	i
> O=C(NC1CCCCC1)c1c2c(nc3ccccc13)CCC2
  -0.94	i
> O=C(NNC(=O)c1cc2ccccc2cc1O)Nc1ccccc1F
  -1.7	i
> CCOC(=O)c1c(S(=O)(=O)N2CCCC(C)C2)c(C)n(C)c1C (stereo not given)
  -1	i
> CCOc1ccc(NC(=O)/C(C=Nc2ccccc2)=C(\C)O)cc1
  1.9	i
> Fc1ccccc1C1CC(c2ccco2)=Nc2ccccc2S1 (stereo not given)
  -0.49	-7.3*
> COc1cc(/C=C/C(=O)O)cc(S(=O)(=O)N2CCc3ccccc3C2)c1OC
  -1.5	i
> O=C(Nc1cccnc1)C1CCN(S(=O)(=O)c2cccs2)CC1
  0	i
> COc1ccc(/C=N/NC(=O)c2[nH]c3ccc(Cl)cc3c2-c2ccccc2)c(C(=O)O)c1OC
  0.71	i
> O=S(=O)(Nc1cccnc1)c1cccc(C(F)(F)F)c1
  -0.57	i
> S=C(NCc1cccs1)Nc1cccc(Cl)c1
  -0.31	i
> CC1=C(C(=O)N2CCCC(CCC(=O)NCc3ccc(F)c(F)c3)C2)OCCO1 (stereo not given)
  -0.06	i
> Cc1ccc2cc(CN(CCCO)S(=O)(=O)c3cccc4nsnc34)c(=O)[nH]c2c1C
  0.01	i
> Cc1cc([N+](=O)[O-])ccc1NC(=O)CSc1nnc(C)n1C
  2.2	i
> CCn1nc(C)c(/C=N/NC(=O)c2nc3nc(C)cc(C)n3n2)c1C
  -0.49	i
> CC(=O)Nc1ccc2oc(-c3ccccc3)nc2c1
  0.06	i
> COc1ccc(N2CCN(C(=O)CNC(=O)Cc3ccccc3)CC2)cc1
  -1.2	i
> Cc1ccc(S(=O)(=O)Nc2ccc(O)c(Sc3ncn[nH]3)c2)cc1
  0.71	i
> O=C(NNC(=O)c1ccccc1)C(=O)N1CCCCC1
  0.06	i
> CCOC(=O)Cn1c(=O)oc2cc(S(=O)(=O)N3CCn4c3nc3ccccc34)ccc21
  -0.08	i
> CC(=O)c1ccc(OCC(O)Cn2nnc3ccccc32)cc1 (stereo not given)
  1.6	i
> CCN(CC)C(=O)COc1cc(C)c(Cl)c(C)c1
  -0.72	i
> CCN(CC)C(=O)C1CCN(S(=O)(=O)c2ccc(-n3cnnn3)cc2)CC1
  -0.01	i

# Next section (4 carried over from the part before).
# Each structure is followed by: Kir21 inh	KCNQ2 inh
> CCOC(=O)Cn1c(=O)oc2cc(S(=O)(=O)N3CCn4c3nc3ccccc34)ccc21
  -0.08	i
> CC(=O)c1ccc(OCC(O)Cn2nnc3ccccc32)cc1 (stereo not given)
  1.6	i
> CCN(CC)C(=O)COc1cc(C)c(Cl)c(C)c1
  -0.72	i
> CCN(CC)C(=O)C1CCN(S(=O)(=O)c2ccc(-n3cnnn3)cc2)CC1
  -0.01	i
> CC(C)C[C@@H](CO)N1CCN(CCc2ccccc2)CCC1=O
  -1.4	i
> CCN(CC)c1nc(C)c(C(=S)Nc2cc([N+](=O)[O-])ccc2Cl)s1
  0.51	i
> Cc1ccc(C(=O)NCC(=O)OCc2cccc(Br)c2)cc1
  -0.99	i
> COCCCNC(=O)CSc1nc2cc(C(=O)NCCOC)ccc2c(=O)n1Cc1ccc2c(c1)OCO2
  2.3	i
> CC1CC(C)CN(S(=O)(=O)c2ccc(C(=O)Nc3nnc(-c4cccs4)o3)cc2)C1 (stereo not given)
  -0.51	i
> CC(NS(=O)(=O)c1ccc(Br)cc1)C(N)=O (stereo not given)
  -0.27	i
> CCCN(CCC)C(C(=O)Nc1cccc(OC)c1)c1ccccc1 (stereo not given)
  -1.1	-5.9*
> CCN(C(=O)CSc1nc2cc(S(=O)(=O)N(CC)CC)ccc2o1)C1CCS(=O)(=O)C1 (stereo not given)
  1.3	i
> O=C(NCCCN1CCCC1)Nc1ccc(F)cc1
  0.06	i
> COc1ccc(F)cc1CN1CCN(CC(=O)N2CCc3ccccc32)CC1
  0.92	i
> CC(=O)N(Cc1ccccc1C)c1cccc(C)c1C
  -4.6*	i
> CC(C)N(CCO)C(=O)CCc1nnc(Cc2cccc(C(F)(F)F)c2)o1
  0.24	i
> COc1ccc(-c2nn(-c3ccccc3C)cc2CNCCc2cnc[nH]2)cc1F
  -1	i
> COc1ccc(CSCC(=O)N/N=C/c2ccc(OCC(=O)NCc3ccco3)cc2)cc1
  1.8	i
> CCCN1CCC(=O)N([C@H](CSc2ccc(Br)cc2)c2ccccc2)CC1
  0.18	i
> CCc1ccc(NC(=O)CCC(=O)N2CCSc3ccccc32)cc1
  -0.22	i
> CCOc1cccc(=O)c2c(C)n(Cc3ccco3)c(C)c12
  -0.43	i
> O=C(NCCN1CCOCC1)/C(=C\c1ccc(Br)cc1)NC(=O)c1cccs1
  0.08	i
> COc1ccccc1C(C)NC(=O)c1ccccc1SCC(=O)N1CCCC1 (stereo not given)
  -0.1	i
> Cc1nn(C)c(=O)c(N)c1-c1cc(-c2ccc(Cl)c(Cl)c2)n[nH]1
  0.18	i
> O=C(COc1cccnc1[N+](=O)[O-])N1CCN(S(=O)(=O)c2ccc3ccccc3c2)CC1
  1.3	i
> CCOC(=O)N1CCN(C(=O)COc2ccc(S(=O)(=O)Nc3ccc(OCC)cc3)cc2)CC1
  1.4	i
> CC(C)(C)c1ccc(/C=C2\Oc3cc(OC(=O)N4CCOCC4)ccc3C2=O)cc1
  0.09	i
> COC(=O)c1ccccc1NC(=O)NCc1cccnc1
  1.9	i
> O=C(CCC(=O)c1cccs1)NCc1cccc(Cl)c1
  0.98	-6.3*
> CC1CCN(C(c2cc3cc4c(cc3[nH]c2=O)OCO4)c2nnnn2CC2CCCO2)CC1 (stereo not given)
  0.36	i
> COc1cccc(C(=O)Nn2c(-c3cccs3)nc3ccccc3c2=O)c1OC
  0.57	-6.4*
> CCOC(=O)c1ccc(NC(=O)CN(C)S(=O)(=O)c2ccc(Br)s2)cc1
  -0.05	i
> CCc1ccc(Cn2nnc(C(=O)NCc3ccccc3OC)c2N)cc1
  0.91	i
> CN(C)CCN1C(=O)C(=O)/C(=C(/O)c2ccc(S(=O)(=O)N3CCOCC3)cc2)C1c1ccc(Br)cc1 (stereo not given)
  -0.28	i
> Cc1[nH]n(-c2ccccc2)c(=O)c1C=NC1CCCCC1
  0.81	i
> Cc1cccc(OCc2nnc(SCC(=O)N3CCc4ccccc43)n2C)c1
  -2.8e-16	i
> O=C(/C=C/c1ccc2c(c1)OCO2)Nc1ccc(Cl)cn1
  0.04	i
> CCN(CC(=O)Nc1c(F)cccc1F)C(=O)C1=COCCO1
  0.88	i
> COc1ccc(C2=NO[C@@H]3C(=O)N(c4ccc5c(c4)OCCO5)C(=O)[C@H]23)cc1OC
  -0.03	i
> O=C(c1ccccc1)N1CCN(C(=O)c2ccc3c(c2)OCO3)CC1
  -1.4	i
> COc1ccc(CNC(=O)CCC(=O)Nc2nnc(C(C)C)s2)cc1
  0.14	i
> CCCCn1c(N)c(N(CCC(C)C)C(=O)CSc2nnc3ccccn23)c(=O)[nH]c1=O
  -0.08	i
> Cc1nc([N+](=O)[O-])c(C(=O)OCc2ccccc2C#N)n1C
  -0.84	i
> O=C(c1ccc2c(c1)OCO2)N1CCN=C1SCc1cccnc1
  -1.6	i
> CCOc1cc(C(=O)CCC(=O)OCC(=O)NC(=O)NCC(C)C)ccc1O
  -0.72	i
> COc1ccc(/C=N/NC(=O)c2cccnc2)cc1CSc1ccccn1
  2.5	i
> O=C(COC(=O)C12CC3CC(CC(C3)C1)C2)Nc1ccc2[nH]c(=O)[nH]c2c1
  -0.35	i
> O=C(Nc1ccc2c(c1)N(S(=O)(=O)c1cccs1)CCC2)c1c(F)cccc1Cl
  -0.15	-6.4*
> COc1cc(/C(C)=N/NC(=O)c2cccc(S(=O)(=O)N3CCCC3)c2)cc(OC)c1OC
  1.2	i
> Cc1ccsc1/C=N/NC(=O)C(N)=O
  -1.1	i
> CCCCCN=C(N)N/N=C/c1c[nH]c2ccc(OC)cc12
  -9.4	i
> CC(=O)Nc1ccc(NC(=O)CSc2nc3c(=O)n(C)c(=O)n(C)c3n2C)cc1
  -0.02	i
> O=C(NC1CCCC1)C(c1cccnc1)N(CCc1ccccc1)C(=O)c1ccco1 (stereo not given)
  -1.9	i
> COCCCN1C(=O)CC(C(=O)OC)=C1C
  -0.3	i
> O=C(O)c1cc2ncc(CCO)cn2n1
  -0.11	i
> COc1ccc2oc(C(=O)N(C)Cc3ccc4c(c3)OCCO4)c(C)c2c1
  0.94	-6.7*
> Cc1cc(C)n2cc(CSc3nnnn3C)nc2n1
  1.1	i
> Cc1cc(OCC(F)(F)C(F)(F)C(F)(F)C(F)F)nc(N)n1
  -0.01	i
> Cc1c(Cl)cccc1NC(=O)CNc1ccccc1F
  -0.03	i
> COc1ccccc1Nc1nnc(SCC(=O)Nc2nc(-c3ccc(F)cc3)cs2)s1
  1.3	i
> Fc1ccc(Br)cc1C1C=C(c2cccnc2)Nc2ncnn21 (stereo not given)
  -0.18	i
> COc1ccc(C2c3ccc4ccccc4c3Oc3ncn(CCN4CCOCC4)c(=N)c32)cc1 (stereo not given)
  -3.9	i
> CSc1nc(O)c(C(c2ccc(C)cc2)c2c(O)nc(SC)[nH]c2=O)c(=O)[nH]1
  -0.43	i
> CC/C(=N\NS(C)(=O)=O)c1ccccc1
  0.01	i

# Continued; the last 2 above are carried over.
# Each structure is followed by: Kir21 inh	KCNQ2 inh
> CSc1nc(O)c(C(c2ccc(C)cc2)c2c(O)nc(SC)[nH]c2=O)c(=O)[nH]1
  -0.43	i
> CC/C(=N\NS(C)(=O)=O)c1ccccc1
  0.01	i
> O=C(COC(=O)CCSc1ccc(Cl)cc1)NCc1ccccc1
  1.5	i
> CCN(CC)c1ccc2cc(C(=O)O)c(=O)oc2c1
  0.36	i
> CCCn1c(NCc2c[nH]c3ccccc23)nc2ccccc21
  -7.4*	-7.9*
> Cc1cc(C)c(S(=O)(=O)N2CCCCC2CCNC(=O)C(=O)NCCN2CCOCC2)c(C)c1 (stereo not given)
  0.12	i
> COc1ccccc1NC(=O)CC1SC(=N)N(c2ccccc2)C1=O (stereo not given)
  0.31	i
> CCC(C)C(NS(=O)(=O)c1ccc(C)cc1)C(=O)Oc1ccc2c3c(c(=O)oc2c1)CCC3 (stereo not given)
  -2.5	i
> O=S(=O)(c1ccc(S(=O)(=O)N2CCN3CCCC3C2)cc1)N1CCCC1 (stereo not given)
  -2.7	i
> CCOc1ccc(N2CC(C(=O)NC(C)C)CC2=O)cc1 (stereo not given)
  0.62	i
> C=CCn1c(NC(=O)c2ccc(Br)o2)c(C(=O)OCC)sc1=S
  0.05	i
> O=C(c1ccc2c3n(nc2c1)-c1ccccc1CO3)N1CCOCC1
  -0.65	i
> COc1cccc(/C=N/Nc2ncnc3scc(-c4ccccc4)c23)c1O
  -0.58	i
> Cc1ccc(S(N)(=O)=O)cc1NC(=O)c1ccc2c3c(cccc13)CC2
  -0.13	i
> C=CCc1cccc2cc(C(=O)NC3=C(C#N)CCC3)c(=O)oc12
  -0.4	i
> O=C(CC(Sc1ccccc1)c1cccs1)c1ccco1 (stereo not given)
  -1.7	i
> COc1ccc(C2=NOC(C(=O)Nc3cccnc3)C2)cc1OC (stereo not given)
  -0.41	i
> Cc1nn(CC(=O)Nc2c(F)c(F)cc(F)c2F)c(=O)c2cccn12
  0.28	i
> Cc1[nH]n(-c2ccccc2)c(=O)c1N=Nc1ccc(F)cc1
  -2.5	i
> Cc1ccc(NC(=O)COC(=O)Cc2cccs2)cc1S(=O)(=O)N1CCOCC1
  0.2	i
> CCC(=O)N(Cc1ccc2c(c1)OCO2)Cc1cc2cc(OC)ccc2[nH]c1=O
  0.3	i
> CCCC12CN3CC(C)(CN(C1)C3c1cccs1)C2=O (stereo not given)
  -0.42	i
> C/C(=N\NC(=O)C(=O)Nc1cccc(C(F)(F)F)c1)c1ccc(Cl)s1
  0.27	i
> CN(C)c1ccc(CNS(=O)(=O)c2csc(C(N)=O)c2)cc1
  0.16	i
> COc1ccc(C2CC(=O)C3=C(C2)Nc2ncnn2C3c2ccccc2C)cc1 (stereo not given)
  3.5	i
> CNC(=O)c1cc2cc(OC)ccc2oc1=N
  1.2	i
> COc1ccc(-c2ccc(=O)n(Cc3cccc([N+](=O)[O-])c3)n2)cc1
  0.55	i
> O=C1NCCCC1C(=O)NCCNC(=O)C(F)(F)F (stereo not given)
  -1.4	i
> Cn1c(SCC(=O)NNC(=O)c2ccc(Br)cc2)nnc1-c1cccnc1
  1.1	i
> CCOC(=O)c1sc2ncn(/N=C/c3ccc(O)c(OC)c3)c(=O)c2c1C
  -0.41	i
> CCOC(=O)CCNC(=O)c1ccccc1Br
  -0.73	i
> COc1ccc(-c2nc(-c3ccccc3)c(-c3cccs3)[nH]2)cc1OC
  1.1	i
> O=C(CSc1nnnn1-c1ccc(O)cc1)c1cc2ccccc2o1
  -1	i
